HSP90 inh: inhibitors of HSP90 luciferase refolding in rabbit reticulocyte lysate. inhibition, % at 5.6 µM. luciferase refolding luminescence, 3 h. 0.91% of 290,000 active. AID 1789;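 active = inhibition above the screen-wide mean plus 3 SD, computed separately per campaign, cut at about 16% in these data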;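 note: 0% = DMSO wells and 100% = 60 µM geldanamycin wells; inhibitors lower the luminescence because luciferase stays unfolded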
PolyA inh: inhibitors of polyadenylation in S. cerevisiae; S. cerevisiae SKY197-pL101 polyadenylation reporter, beta-gal luminescence; efflux-impaired pdr1/pdr3 knockout yeast; score 100 = 6 SD above DMSO; calls only at 12 µM; 0.02% of 300,000 active; AID 1875;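 active = lowest replicate activity score at least 50, where 100 means six control SD above control mean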;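 note: yeast exposed to compound for 9 h at 30 °C; higher score means more reporter readthrough which indicates perturbed polyadenylation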
GSK3A inh: blocks human GSK-3 alpha kinase; P49840; ADP-Glo luminescence, 60 min; inhibition, % at 10 µM; 0.1% of 320,000 active; AID 2650;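 in the data active = inhibition above about 50%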;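 note: GST-tagged GSK-3 alpha with peptide substrate and 25 µM ATP; 0% = DMSO neutral wells and 100% = GW8510 positive control wells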
Target sequence (P49840 whole entry, looked up): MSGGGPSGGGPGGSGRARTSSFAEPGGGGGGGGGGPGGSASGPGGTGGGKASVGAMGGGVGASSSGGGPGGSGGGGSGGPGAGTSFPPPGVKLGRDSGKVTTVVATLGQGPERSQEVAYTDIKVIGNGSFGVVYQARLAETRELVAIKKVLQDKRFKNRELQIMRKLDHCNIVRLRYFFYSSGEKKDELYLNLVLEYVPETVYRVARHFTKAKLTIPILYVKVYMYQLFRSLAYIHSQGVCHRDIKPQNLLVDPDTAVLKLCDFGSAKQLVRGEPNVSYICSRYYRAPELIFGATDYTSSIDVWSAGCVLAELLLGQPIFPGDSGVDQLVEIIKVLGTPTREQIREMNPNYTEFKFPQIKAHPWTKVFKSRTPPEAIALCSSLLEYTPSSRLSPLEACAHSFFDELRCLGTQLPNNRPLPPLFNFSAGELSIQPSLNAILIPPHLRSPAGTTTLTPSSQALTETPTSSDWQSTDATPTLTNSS
KLF5 inhibitor: suppresses KLF5 promoter-driven expression; inhibition, % at 5 µM; DLD-1 KLF5 promoter-luciferase reporter, luminescence; AID 1700; 0.23% of 290,000 active;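 active = inhibition above a per-plate limit of that plate's mean compound inhibition plus 3 SD, cut at about 60% in these data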;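 note: 0% = DMSO wells and 100% = LY294002 at 200 µM; higher means less KLF5 promoter-driven luciferase light; inactives centre near -14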
aSyn 5UTR inh: MLPCN primary screen, SNCA 5' untranslated region; AID 1813; inhibition, % (tested at 7.5 µM); alpha-synuclein 5'UTR reporter, inhibitor activity; 0.82% of 300,000 active; in the data active = inhibition above about 60%;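 note: H4 neuroglioblastoma cells stably carrying SNCA 5'UTR luciferase fusion; 0% = DMSO wells and 100% = positive control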
AI-2 QS modul: modulates the Vibrio harveyi AI-2 quorum sensing system; Vibrio harveyi JMH597 AI-2 luminescence/OD600 ratio, 9 h; hits give low values; strain lacks LuxN and CqsS sensors; 0 = neutral-control median; activity change, % at 7.5 µM; 0.4% of 300,000 active; in the data active = activity change below about -75%, passing the limit was not always enough;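 note: luminescence divided by OD600 gain over 9 h not by final OD600 alone; inactives centre near 13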
IEC-6 tox: kills IEC-6 intestinal cells in KLF5 counter-screen | IEC-6 cytotoxicity, luminescence viability | inhibition, % at 5 µM | 0.78% of 290,000 active | AID 1825; in the data active = inhibition above about 22%;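 note: 0% = plate median of test compound wells and 100% = cytotoxic reference compound wells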
GSK3B inh: blocks human GSK3beta kinase activity. P49841. GST-GSK3beta kinase, ADP-Glo luminescence, 60 min; hits give low values. activity score (negative = inhibition), % at 10 µM. 0.038% of 300,000 active. AID 2097;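 active = more than half of replicate wells score below -50%, meaning over 50% inhibition versus plate controls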;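 note: 0% = median DMSO wells and -100% = median GW8510 positive control wells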
Target sequence (P49841 whole entry, looked up): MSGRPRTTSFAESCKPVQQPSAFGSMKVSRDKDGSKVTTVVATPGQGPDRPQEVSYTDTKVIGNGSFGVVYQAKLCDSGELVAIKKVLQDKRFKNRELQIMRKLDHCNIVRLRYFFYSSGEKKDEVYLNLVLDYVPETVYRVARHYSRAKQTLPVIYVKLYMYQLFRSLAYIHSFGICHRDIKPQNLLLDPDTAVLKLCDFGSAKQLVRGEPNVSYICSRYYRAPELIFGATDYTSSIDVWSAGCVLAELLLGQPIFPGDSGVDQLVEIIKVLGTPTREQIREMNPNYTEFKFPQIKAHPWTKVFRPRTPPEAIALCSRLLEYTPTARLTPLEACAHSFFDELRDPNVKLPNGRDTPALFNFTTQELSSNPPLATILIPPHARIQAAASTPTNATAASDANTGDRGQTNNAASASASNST
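test system = GST-tagged human GSK3beta kinase, cell-free | reagent = 25 µM ATP with peptide substrate | dosing = one dose of 10 µM per compound | schedule = 60 min reaction, RT | detection = luminescent ADP-Glo measurement of ADP formed | control set = DMSO neutral wells and GW8510 at 20 µM as positive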
HSF1 inh: HSF1 inhibition | NIH3T3-HGL HSE-luciferase, MG132-induced, luminescence 8 h; hits give low values | 0.77% of 300,000 active | activity change, negative = inhibition, % at 7.5 µM (by protocol) | AID 2098;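 active = more than half of replicate wells show activity change below -50%, luminescence cut by over half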;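 note: luciferase reports HSF-1 transcriptional activity via heat shock element; 0% = median of DMSO wells and -100% = zero luminescence signal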
HSF-1 act: increases HSF-1 driven luciferase reporter signal; NIH3T3-HGL HSF-1 luciferase reporter, MG132, 8 h; 100% = twice DMSO control signal; activation, % at 9 µM; 1.7% of 300,000 active; AID 504408;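 active = mean replicate activation of at least 50% with a set share of replicates each reaching 50%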;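 note: 0% = median of the neutral control wells and 100% = twice that signal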
Active calls of the source: *; i = inactive; . = no result given.

SMILES	GSK3B inh	AI-2 QS modul	aSyn 5UTR inh	KLF5 inhibitor	HSF1 inh	GSK3A inh	IEC-6 tox	PolyA inh	HSP90 inh	HSF-1 act
Cn1c(CN2CCN(S(C)(=O)=O)CC2)nc2cc([N+](=O)[O-])ccc21	1	0	14	-16	-3	1	-1	i	2	6
Cc1c(C(=O)N2CCN(c3ccccn3)CC2)sc2ncnc(N3CCN(c4ccccc4)CC3)c12	1	21	4	11	7	1	-4	i	3	13
O=C(COc1ccc([N+](=O)[O-])cc1Cl)NCCc1ccccc1	0	-7	-4	-20	-4	-3	-8	i	-1	-18
COc1ccc(CNC(=O)CN2C(=O)c3ccc([N+](=O)[O-])cc3C2=O)cc1	2	7	1	2	-6	-1	7	i	0	-3
CC(C(=O)O)N1C(=O)CSc2ncccc21 (stereo unspecified)	1	23	-17	-4	-7	.	-4	i	0	-10
COC(=O)COc1ccc(C(=O)Cn2c(NCCCO)nc3ccccc32)cc1	2	21	-18	.	-9	0	.	i	.	9
COc1ccc(S(=O)(=O)N2CCOCC2)cc1NC(=O)c1ccc(Cl)cc1	1	18	16	.	6	0	.	i	.	23
O=C(NCc1ccccc1)C1CCCN1S(=O)(=O)c1ccc(F)cc1 (stereo unspecified)	-2	5	5	-9	0	4	7	i	4	3
O=S(=O)(/C=C/c1ccccc1)NCCc1ccccn1	-2	28	12	1	-1	2	3	i	1	1
COc1ccccc1N(CC(O)Cn1ccnc1C)S(=O)(=O)c1ccc(C)cc1 (stereo unspecified)	-1	18	-9	-11	2	0	-7	i	-2	-8
Cc1cccc(CC2CC(=O)N(c3ncccn3)C2=O)c1 (stereo unspecified)	0	14	3	4	-6	0	6	i	4	-2
Cc1ccc(S(=O)(=O)NCCn2nc(C)cc2C)cc1	1	23	7	-10	4	-4	0	i	-3	7
COCCNC(=S)N1CCN(c2cccc(C)c2C)CC1	-22	5	-8	-4	2	-2	0	i	3	-14
COc1ccc(O)c(/C=N/Nc2nc(C)cc(-c3ccccc3)n2)c1	-2	34	-14	.	-6	-1	.	i	.	1
COc1ccccc1NC(=O)c1c(Br)cnn1C	-3	19	4	-10	-7	5	-1	i	-2	2
COc1cccc(N2C(=O)C(c3ccccc3)=C(c3nc4ccccc4s3)C2NC(C)=O)c1 (stereo unspecified)	-1	5	25	-21	0	-3	-2	i	-1	-6
CC(=O)c1ccc2noc(-c3ccc(Cl)cc3)c2c1	-2	3	11	-3	-6	0	11	i	1	-2
COc1ccc(/C=C(\C#N)C(=O)OCC(=O)N2CC(C)OC(C)C2)cc1 (stereo unspecified)	3	7	9	-11	-2	-1	-6	i	-1	-15
CSc1ccccc1C(=O)NCCSc1ccc(C)cc1	-4	-1	5	-19	5	-1	5	i	-1	2
Cc1cc(C)cc(NC(=O)CCCSc2nc3ccccc3[nH]2)c1	1	4	29	17	0	-2	-7	i	-7	21
CCN(CC)c1ccc2c(Nc3ccccc3)c(C=O)c(=O)oc2c1	2	6	-7	-30	12	1	2	i	-1	4
COCCC1CCCCN1C(=O)c1ccc2nc(Cc3ccccc3F)oc2c1 (stereo unspecified)	-12	-59	-131	-129	26	1	2	i	1	16
Cn1c(=O)c2c(SCC(=O)NCc3ccco3)nc(-c3ccccc3Cl)nc2n(C)c1=O	-4	14	6	-44	8	1	-7	i	2	8
Cc1ccc(S(=O)(=O)Oc2cccc(/C=N/Nc3ccc(C(=O)O)cc3)c2)cc1	2	-64	-24	3	-8	4	5	i	14	1
COc1ccc(NC(=O)Cn2nnc(C(=O)Nc3ccccc3C)c2N)cc1	-1	15	1	-20	-15	1	6	i	1	3
O=C(CNC(=S)NC(=O)c1ccc(F)cc1)c1ccccc1	0	26	-57	-29	-11	-2	-2	i	4	-15
O=S1(=O)N=C(N/N=C/C=C/c2ccccc2)c2ccccc21	-14	30	30	-6	-5	-1	-3	i	2	-25
COc1cccc(OCCSc2nnc3sc4ccccc4n23)c1	3	17	-55	-3	0	1	-11	i	-1	28
Cc1c(C)c2cc(Cl)c(OCC(=O)NCCCn3ccnc3)cc2oc1=O	0	5	-6	-23	-6	0	4	i	2	1
COc1ccc(N(Cc2cc3cccc(C)c3[nH]c2=O)S(=O)(=O)c2ccc(OC)cc2)cc1	-2	11	15	11	6	-1	3	i	4	-14
Cc1cc(C)cc(NC(=S)NC2CC3CCCC(C2)N3C2CC2)c1 (stereo unspecified)	1	25	-12	-14	13	-2	2	i	-3	45
CC(C)(O)C(=O)N/N=C\c1ccc(OC/C=C/c2ccccc2)cc1	-3	27	-96	-55	21	-1	0	i	6	36
COCCCNc1c2c3c(cccc3[nH]c1=O)C(=O)c1ccccc1-2	.	.	.	-44	.	40	6	.	2	.
Cc1cccc(NC(=O)NC2CCCCCCC2)c1	-1	49	.	-113	.	.	3	.	-4	.
N#CC1C(=O)NC(N2CCN(c3ccccc3)CC2)=NC12CCCCC2 (stereo unspecified)	0	28	21	-4	0	-1	-2	i	-2	-4
Cc1cccc(N/N=C2/COC(C)(C)CC2=O)c1	0	18	-101	-99	20	-3	1	i	2	40
COCCN(CCOC)Cc1c(O)ccc2c3c(c(=O)oc12)CCC3	2	16	1	-35	14	0	6	i	-1	14
CCN(CC)CC(=O)c1c[nH]c2ccc(C)cc12	2	9	-2	-23	0	-3	1	i	1	16
CCN(CC)c1ccc(/C=N/NC(=O)C(O)c2ccccc2)cc1 (stereo unspecified)	2	-21	-9	-27	-3	1	-2	i	2	-4
CCN1C(=O)c2ccccc2Sc2ccc(C(=O)NCCCN(CC(C)C)CC(C)C)cc21	-1	30	-1	-30	-2	1	-3	i	-3	2
CCN1Cc2c(/C=C/c3ccccc3)nc3ccc(OC)cc3c2N(c2cccc(Cl)c2)C1	-1	16	-66	-3	8	-2	0	i	4	19
CCCn1c(SCC(=O)N2CCCCC2)nnc1-c1ccccn1	-26	4	8	-9	1	-5	0	i	-1	1
NC(=O)c1ccccc1NC(=S)NC(=O)c1ccc(Br)o1	2	17	-124	-29	14	-2	-12	i	-6	27
CN(C)c1ccc(C(C(=O)NCC2CCCO2)N(Cc2ccccc2)C(=O)c2snc(C(N)=O)c2N)cc1 (stereo unspecified)	-1	19	0	-8	-1	-2	-1	i	-2	2
CCCCn1c(N)c(N(CCOC)C(=O)CSc2n[nH]c(-c3ccc(OC)cc3)n2)c(=O)[nH]c1=O	-4	25	8	-14	4	-2	0	i	6	-13
COC(=O)c1ccc(-c2ccco2)n1Cc1cccc(C)c1	0	12	5	6	-1	0	-5	i	2	7
CCOC(=O)c1[nH]c(C)c(C(=O)NC(C)(C)C)c1C	3	16	-16	10	-6	4	0	i	-2	2
O=S(=O)(NCc1cccnc1)c1cccs1	0	17	-9	0	13	-1	1	i	-3	45
CCOC(=O)N1CCN(C(=O)COc2ccccc2OC)CC1	-2	2	0	-30	-5	-1	3	i	1	-5
Cc1cccc(C(=O)Nc2ccccc2NC(=O)c2cccc(C)c2)c1	1	-7	-3	-31	-3	-2	2	i	-2	10
CCCOc1ccc2c(C)c(CC(=O)OC)c(=O)oc2c1	1	-11	-118	-49	7	1	4	i	-5	31
CN(C)/C=C(/C#N)C(=O)c1cccc(Oc2ccc(C(C)(C)C)cc2)c1	-3	1	-5	-7	9	2	1	i	3	4
N#Cc1c(/N=C/c2ccccc2)oc(-c2ccccc2)c1-c1ccccc1	1	1	11	4	-2	-4	-1	i	-6	12
CCCCCn1c(NC2CCCCC2)nc2c1c(=O)[nH]c(=O)n2C	3	-6	9	.	-3	0	.	i	.	2
COc1ccc(Cc2nc(-c3ccc(Br)o3)no2)cc1OC	1	-28	-61	-27	16	-3	1	i	-1	21
COc1cc2c(cc1OC)C(c1ccccc1)N(C(=O)c1ccco1)CC2 (stereo unspecified)	1	35	-55	.	2	-1	.	i	.	5
NC(=S)N/N=C/c1cn(-c2ccccc2)nc1-c1cccnc1	-1	-1	-20	27	4	-2	3	i	30*	4
Cc1cc(SCC(=O)N/N=C/c2ccc(O)c(O)c2O)c(C)cc1Br	-3	0	68*	27	-31	2	-5	i	-3	-29
CN(C)S(=O)(=O)c1cccc(NC(=O)COC(=O)/C=C/c2ccco2)c1	-1	16	0	11	-12	1	-6	i	-2	6
CCCn1c(SCC(=O)Nc2cccc(NC(C)=O)c2)nnc1C(C)C	-2	25	-1	-11	-3	0	0	i	-3	10

Rewritten field by field: entries from further up.
CCOC(=O)N1CCN(C(=O)COc2ccccc2OC)CC1
  GSK3B inh: -2	AI-2 QS modul: 2	aSyn 5UTR inh: 0	KLF5 inhibitor: -30	HSF1 inh: -5	GSK3A inh: -1	IEC-6 tox: 3	PolyA inh: i	HSP90 inh: 1	HSF-1 act: -5
CCN1Cc2c(/C=C/c3ccccc3)nc3ccc(OC)cc3c2N(c2cccc(Cl)c2)C1
  GSK3B inh: -1	AI-2 QS modul: 16	aSyn 5UTR inh: -66	KLF5 inhibitor: -3	HSF1 inh: 8	GSK3A inh: -2	IEC-6 tox: 0	PolyA inh: i	HSP90 inh: 4	HSF-1 act: 19

Following part:
SMILES	GSK3B inh	AI-2 QS modul	aSyn 5UTR inh	KLF5 inhibitor	HSF1 inh	GSK3A inh	IEC-6 tox	PolyA inh	HSP90 inh	HSF-1 act
CC1=NN(c2ccc(N)cc2)C(=O)C1	-1	13	15	-47	10	-2	-1	i	15	10
CCCCN(C)CCCNC(=O)C1CC(=O)N(Cc2ccc(OC)cc2)C1 (stereo unspecified)	3	8	18	4	-3	-1	-3	i	-2	-3
COc1cc(CNC2CCCCC2OC)cc(OC)c1 (stereo unspecified)	1	-7	-20	3	5	-3	2	i	1	-3
CCOc1cc(/C=C2/N=C(C)C(C(=O)OC)=C2O)ccc1O	-7	41	-25	12	4	5	-5	i	-5	2
O=C(Cc1nc2ccccc2[nH]1)c1cccc([N+](=O)[O-])c1	1	6	-23	-26	-15	1	-3	i	20*	10
Cc1ccc(C)c2c1c1ccccc1n2C	1	15	4	-14	-6	-2	2	i	-2	-6
Cc1cc(C)c(NC(=O)Cn2cnc3c(oc4ccccc43)c2=O)c(C)c1	1	4	-27	-27	-5	-5	-10	i	-4	0
CN(CCC#N)C(=O)c1cc2c(Cl)nc3ccccc3c2s1	0	16	5	-20	3	0	-4	i	-2	12
CCCNS(=O)(=O)c1ccc(CCC(=O)NCC2CCCO2)cc1 (stereo unspecified)	2	23	20	-28	-3	-1	0	i	1	10
Cc1ccc2nc(-c3ccc(NC(=O)Cc4cccs4)cc3)[nH]c2c1	0	-36	-17	-155	37	-5	7	i	-5	76*
O=C(CN1CCN(CCC(=O)Nc2ccccc2F)CC1)Nc1ccc(Cl)cc1	4	0	-8	12	-9	-1	2	i	-4	-16
CC(=O)NC(Cc1ccccc1F)C(=O)NC1CCN(C(=O)NCc2ccccc2)CC1 (stereo unspecified)	-1	-6	8	-4	-6	0	-1	i	4	-7
CCc1ccc(C(=O)N/N=C/c2ccc(Cl)cc2Cl)nc1	-5	3	-75	-4	12	-2	-6	i	2	30

Screening results from PubChem.

This is a subset; rates above refer to the full screens.
